# Screens from PubChem BioAssay.
# TbMetRS inhib: blocks T. brucei methionyl-tRNA synthetase activity; 360,000 tested, 0.4% active; purified T. brucei MetRS, ATP depletion, Kinase-Glo luminescence; inhibition, % at 11.9 µM;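 active = inhibition above a per-plate cutoff of the control wells' mean inhibition plus 3 SD, cut at about 5.5% in these data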;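 note: 0% = DMSO wells median and 100% = median of wells with control inhibitor compound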
#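 Assay system: T. brucei methionyl-tRNA synthetase, purified | Medium: HEPES buffer with MgCl2, KCl, DTT, spermine, BSA, pyrophosphatase | Compound: 11.9 µM single point | Incubation: 15 min enzyme-compound preincubation, 2 h reaction, 10 min detection, 25 °C | Measured by: Kinase-Glo luciferase luminescence reporting remaining unconsumed ATP | Measure: % inhibition normalized to control-well medians | Replication: Singlicate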
# DNMT1 inh: blocks human DNA methyltransferase DNMT1; P26358; DNMT1 molecular beacon, Hinp1I cleavage, fluorescence; inhibition (reported as % activation of signal), % at 10 µM; 360,000 tested, 0.83% active; AID 588458; in the data active = inhibition above about 50%
# Target sequence (P26358 504-1616 limits assumed): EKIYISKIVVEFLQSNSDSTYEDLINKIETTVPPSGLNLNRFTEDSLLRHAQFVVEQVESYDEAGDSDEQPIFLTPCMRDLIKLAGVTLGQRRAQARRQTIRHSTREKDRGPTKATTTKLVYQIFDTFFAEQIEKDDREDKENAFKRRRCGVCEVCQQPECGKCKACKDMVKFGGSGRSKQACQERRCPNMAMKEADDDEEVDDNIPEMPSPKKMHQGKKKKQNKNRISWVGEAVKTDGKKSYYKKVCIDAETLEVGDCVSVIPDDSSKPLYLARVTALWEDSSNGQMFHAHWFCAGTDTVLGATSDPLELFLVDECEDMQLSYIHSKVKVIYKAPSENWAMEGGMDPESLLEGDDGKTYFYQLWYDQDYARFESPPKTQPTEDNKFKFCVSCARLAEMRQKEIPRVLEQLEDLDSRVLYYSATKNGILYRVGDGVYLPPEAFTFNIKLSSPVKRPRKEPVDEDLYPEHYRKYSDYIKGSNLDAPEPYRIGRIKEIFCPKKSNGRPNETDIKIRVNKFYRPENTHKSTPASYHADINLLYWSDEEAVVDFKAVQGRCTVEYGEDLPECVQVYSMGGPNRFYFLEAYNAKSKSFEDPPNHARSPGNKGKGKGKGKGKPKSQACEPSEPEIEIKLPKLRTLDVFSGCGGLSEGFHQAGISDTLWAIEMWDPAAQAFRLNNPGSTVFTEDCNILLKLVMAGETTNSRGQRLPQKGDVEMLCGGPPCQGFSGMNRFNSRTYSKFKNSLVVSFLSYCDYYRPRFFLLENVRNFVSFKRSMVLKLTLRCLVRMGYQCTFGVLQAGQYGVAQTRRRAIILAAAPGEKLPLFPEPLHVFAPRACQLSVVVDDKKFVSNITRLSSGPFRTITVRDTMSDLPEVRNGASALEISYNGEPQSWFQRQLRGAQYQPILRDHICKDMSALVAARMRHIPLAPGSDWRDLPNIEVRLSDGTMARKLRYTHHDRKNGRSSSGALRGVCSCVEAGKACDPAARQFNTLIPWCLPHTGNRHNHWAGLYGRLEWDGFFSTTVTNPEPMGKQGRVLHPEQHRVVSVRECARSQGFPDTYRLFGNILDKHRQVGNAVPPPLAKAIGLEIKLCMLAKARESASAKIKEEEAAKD
# MsrA inhibitor: inhibits bovine methionine sulfoxide reductase A | 360,000 tested, 0.75% active | purified bovine MsrA, absorbance read-out | AID 651718 | inhibition, % at 15.5 µM; in the data active = inhibition above about 4.5%;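 note: 0% = vehicle wells with enzyme and 100% = reference inhibitor wells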
# LMPTP inh: blocks human LMPTP phosphatase; P24666; recombinant LMPTP-A, OMFP fluorogenic substrate, fluorescence intensity; inhibition, % at 20 µM; 360,000 tested, 0.22% active; AID 651560;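 active = compounds that cut the enzyme signal by at least half of the control window in the single-dose screen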;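 note: plate controls were DMSO wells with enzyme plus substrate for no effect and substrate without enzyme for full effect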
#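 Assay system: LMPTP-A, protein tyrosine phosphatase of low molecular weight / Medium: pH 6.0 Bis-Tris buffer with DTT and Triton X-100 / Schedule: 50 min enzyme reaction at room temperature, protected from light / Measured by: endpoint fluorescence intensity from OMFP dephosphorylation / Read-out basis: % inhibition relative to no-enzyme and uninhibited control wells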
# SUMO1 PPI mod: alters human SUMO1 binding to SIM partners; SUMO1 binding to a labelled peptide, TR-FRET, 1 h; inhibition, % at 20 µM; 360,000 tested, 0.33% active; AID 602429; in the data active = inhibition above about 37%
# NadD block: blocks S. aureus nicotinate mononucleotide adenylyltransferase; purified NadD enzyme, colorimetric absorbance read-out; inhibition, % at 20 µM; 360,000 tested, 0.78% active; AID 602399; in the data active = inhibition above about 26%; note: some compounds past the cut are filed as inactive
# STEP inh: STEP (human) phosphatase inhibition; inhibition, % at 20 µM; P54829; recombinant STEP, OMFP fluorogenic substrate, fluorescence; 360,000 tested, 0.25% active; AID 588621;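 active = inhibition at 20 µM, scaled per plate between control wells, above about 37%, limit read from the data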;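 note: 0% = DMSO with enzyme and substrate and 100% = substrate only without enzyme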
#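 material = STEP tyrosine phosphatase | reagent = fluorogenic phosphatase substrate OMFP at 25 µM final | doses = single compound dose of 20 µM, 1% DMSO final | schedule = 20 min reaction, room temperature, in the dark | measured by = fluorescence, 480/540 nm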
# Rpn11 block: blocks the human proteasome subunit Rpn11. O00487. human 26S proteasome, Ub4-pepOG fluorescence polarization; 20S core pre-blocked with epoxomicin. calls only at 20 µM. 360,000 tested, 0.59% active;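 active = inhibition at 20 µM, scaled to each plate's controls, above about 33%, limit read from the data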
# CSN inh: CSN deneddylation inhibition; 360,000 tested, 0.38% active; Purified CSN, SCF-Nedd8-OG deneddylation, fluorescence polarization; AID 651999; inhibition, % at 12.5 µM; Q92905;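 active = pattern-corrected inhibition above about 35%, with an unprinted fluorescence ratio check between 0.5 and 1.5, limit read from the data, passing the limit was not always enough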;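 note: 0% = enzyme with substrate and 100% = substrate without enzyme; some results filed as inactive read as strong as hits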
#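 Detection – fluorescence polarization · System – HEK293T-derived human Csn5 enzyme · Controls – substrate-only high control, full reaction low control · Timing – 90 min, room temperature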
# Scp1 inh: inhibitors of human Scp-1 phosphatase; Q9GZU7; Recombinant Scp1, phosphopeptide, malachite green phosphate absorbance; inhibition, % at 20 µM; 340,000 tested, 0.88% active; AID 493091;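 active = inhibition above about 50% at 20 µM, limit read from the data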;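 note: plate controls were DMSO wells with enzyme for no effect and wells lacking enzyme for full effect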
#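 Assay system: SCP-1 catalytic fragment, aa 76-261 | Buffer or medium: Tris acetate buffer pH 5.5 with MgCl2 and Tween-20 | Compound: One concentration, 20 µM, with 1.0% DMSO | Also added: Phospho 17-mer peptide substrate | Signal: Absorbance at 630 nm | Incubation: 45 min enzyme reaction at room temperature | Measure: % inhibition of SCP-1 phosphate liberation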
# Numbers without * were called inactive; i = inactive; . = not tested or not shown. The order is random; about 3.9% have a hit in one of these screens.
SMILES,TbMetRS inhib,DNMT1 inh,MsrA inhibitor,LMPTP inh,SUMO1 PPI mod,NadD block,STEP inh,Rpn11 block,CSN inh,Scp1 inh
COC(=O)c1ccc(CSc2nnc(-c3ccc4c(c3)OCO4)n2-c2ccccc2)o1,-0.1,0,-0.2,-1.7,6,4,1,i,-2,3
Cc1ccc(C)c(OCC(=O)N2CCN(c3ncccn3)CC2)c1,-0.4,1,-0.2,-0.9,0,-2,0,i,-7,-3
Cc1ccc([C@H]2C[C@@H](n3cc(COC(=O)c4ccccc4)nn3)[C@H](O)CN2CC2CCCCC2)cc1,-1.0,-5,-0.5,-0.1,5,-2,-3,i,6,.
Cc1cc(Nc2ccccc2)n(-c2ccc(Br)cc2)n1,0.2,-8,-0.6,2.8,1,0,-5,i,1,54*
COc1ccccc1N1CCCSC1=Nc1ccccc1,-0.2,-1,-0.4,0.4,1,7,2,i,-6,.
COc1cccc(NC(=S)N2CCCC2c2ccc(OC)c(OC)c2)c1 (configuration not stated),0.5,0,0.1,0.2,0,5,-1,i,0,-8
NC(=O)c1ccc(NC(=O)CNc2cc(S(=O)(=O)N3CCOCC3)ccc2N2CCCC2)cc1,0.6,-8,0.1,0.6,-2,2,2,i,2,5
Cc1ccc(C(C(=O)NCCc2ccccc2)N(C(=O)c2csnn2)C2CC2)o1 (configuration not stated),-1.4,-3,1.6,-0.4,-2,2,-2,i,0,7
Clc1ccc(-c2cn(-c3ccc(Cl)cc3)c3[n+]2CCCCC3)cc1,-0.3,3,-1.8,2.6,1,0,1,i,-4,7
CCC1(CC)C(=O)C2=C3C1[C@H](C(=O)OC)C=C(C(=O)OC)C[C@H]3[C@H]1C(=O)N(Cc3ccccc3)C(=O)[C@H]1[C@H]2C (some centres not stated),-0.4,-8,-0.2,0.2,-2,-11,0,i,0,1
Oc1ccccc1/C=N/n1cnnc1,-0.7,1,1.0,-3.9,-3,0,-1,i,-7,4
C[C@H]1CN([C@@H](C)CO)C(=O)CCCn2cc(nn2)CO[C@@H]1CN(C)C(=O)Nc1ccc(C(F)(F)F)cc1,-0.2,4,-0.7,-1.5,20,4,-2,i,-3,.
COc1cccc(/C=N/Nc2nn3cnnc3c3ccccc23)c1,-1.7,5,4.5,0.4,-2,11,-1,i,0,-10
COc1cccc(CC2(CO)CCCN(Cc3ccccc3Cl)C2)c1 (configuration not stated),-0.2,-2,-0.6,-0.9,5,-5,-2,i,4,-5
CCOC(=O)CCCc1sc(N)nc1-c1[nH]c(=O)[nH]c1C,0.1,1,.,1.4,10,-5,2,i,-5,12
CCOC(=O)c1ccc(-n2cc(C(=O)c3cccnc3)nn2)cc1,-1.1,-5,0.6,-0.7,-9,-1,-1,i,-6,-2
Cc1cc(C(=O)OCC(=O)Nc2c(Cl)cccc2Cl)c(C)o1,-0.4,-1,-1.5,0.0,6,-6,1,i,11,-8
Cc1ccc(C)c(-n2ccnc2SCC(N)=O)c1,0.8,1,-1.3,-1.0,2,2,-1,i,-2,-14
CC1(C)CC(=O)C(C=NCC2CCNCC2)=C(O)C1,-0.9,2,-1.4,-8.3,-1,-1,-1,i,0,-1
C#CCOCCOCCOCCNc1nc(N2CCN(C(=O)[C@H]([C@@H](C)CC)n3cc(CCC(=O)O)nn3)CC2)nc(N2CCN(C(=O)[C@H](CCCCN)n3cc(CCC(=O)O)nn3)CC2)n1,-0.2,8,-0.6,-3.8,-2,3,-2,i,-4,2
CN(Cc1c(F)cccc1Cl)C(=O)c1ccc(NC(=O)CC2SC(N3CCCC3)=NC2=O)cc1 (configuration not stated),-0.5,-4,-1.1,-1.1,6,-2,-1,i,10,-6
Cc1csc2nc(CNS(=O)(=O)c3cccnc3)cn12,-0.1,0,-1.1,-1.9,-4,-2,-1,i,2,-7
COc1ccc(-n2c(SCC#N)nc3ccccc3c2=O)cc1,-0.5,0,-0.1,1.3,-3,5,-1,i,-2,-2
COc1ccc(NC(NC(=O)c2ccc(OC)cc2)C(Cl)(Cl)Cl)cc1 (configuration not stated),-0.8,-6,0.0,-0.9,-2,-9,-3,i,0,-9
CCOc1ccc(N2C(=O)CC(N3CCN(c4ccc([N+](=O)[O-])cc4)CC3)C2=O)cc1 (configuration not stated),-1.4,-3,0.7,1.4,-8,1,4,i,2,-4
CCC1Oc2ccc(C)cc2N(CC(=O)N(Cc2ccc(C)o2)C2CC(C)(C)NC(C)(C)C2)C1=O (configuration not stated),-0.3,-2,-0.5,-0.1,-2,-7,-3,i,0,-17
COc1cc(SC)ccc1C(=O)Nc1ccc(C)cc1C,.,0,-0.2,1.2,-2,-8,3,i,-10,-9
CC(N=C1NS(=O)(=O)c2ccccc21)C(=O)OCC(=O)N(C)C1CCS(=O)(=O)C1 (configuration not stated),-0.5,2,-1.4,-0.3,7,2,-1,i,-4,-5
O=C(COc1ccccc1F)Nc1ccc(S(=O)(=O)NCc2ccco2)cc1,0.6,-5,0.3,1.0,1,-3,-3,i,-2,-10
CC(C)c1nnc(NC(=O)c2ccc3ccccc3c2)s1,-0.7,-2,0.0,0.3,-11,-7,-3,i,3,4

# Taken from the listing, 5 compounds:
SMILES,TbMetRS inhib,DNMT1 inh,MsrA inhibitor,LMPTP inh,SUMO1 PPI mod,NadD block,STEP inh,Rpn11 block,CSN inh,Scp1 inh
Cc1csc2nc(CNS(=O)(=O)c3cccnc3)cn12,-0.1,0,-1.1,-1.9,-4,-2,-1,i,2,-7
COc1ccc(-n2c(SCC#N)nc3ccccc3c2=O)cc1,-0.5,0,-0.1,1.3,-3,5,-1,i,-2,-2
COc1ccc(NC(NC(=O)c2ccc(OC)cc2)C(Cl)(Cl)Cl)cc1 (configuration not stated),-0.8,-6,0.0,-0.9,-2,-9,-3,i,0,-9
CCOc1ccc(N2C(=O)CC(N3CCN(c4ccc([N+](=O)[O-])cc4)CC3)C2=O)cc1 (configuration not stated),-1.4,-3,0.7,1.4,-8,1,4,i,2,-4
CCC1Oc2ccc(C)cc2N(CC(=O)N(Cc2ccc(C)o2)C2CC(C)(C)NC(C)(C)C2)C1=O (configuration not stated),-0.3,-2,-0.5,-0.1,-2,-7,-3,i,0,-17

# New compounds follow:
SMILES,TbMetRS inhib,DNMT1 inh,MsrA inhibitor,LMPTP inh,SUMO1 PPI mod,NadD block,STEP inh,Rpn11 block,CSN inh,Scp1 inh
Nc1c(Cl)c(Cl)nc(C(=O)N/N=C/c2ccco2)c1Cl,-0.6,1,0.5,-0.4,-21,-5,1,i,2,-2
O=[N+]([O-])CC(=Nc1ccc(Cl)cc1)N/N=C\c1oc(O)c2ccccc12,-0.9,-13,0.2,-0.1,23,24,-2,i,4,-6
COc1ccc(C(=O)OC(C)C(=O)NC(C)CCc2ccccc2)cc1[N+](=O)[O-] (configuration not stated),-0.5,0,0.7,0.2,-10,-4,0,i,-3,-3
CCOC(=O)c1sc(NC(=O)CN(CC)CC)c(C(=O)OCC)c1C,-0.5,4,-0.2,0.8,6,-5,1,i,0,2
Cc1c(NC(=O)CSC(=S)N2CCCC2)c(=O)n(-c2ccccc2)n1C,-0.3,3,0.6,-0.4,-2,-1,0,i,-4,-6
CCC(C)NS(=O)(=O)c1ccc(NC(=O)CNCc2cccs2)cc1 (configuration not stated),-0.2,-1,-0.8,-1.6,2,0,-1,i,0,-10
CC[C@@]1(C(=O)OC)N[C@H](CN(C)C(=O)c2ccc(F)cc2)[C@@H]2C(=O)N(Cc3ccccc3)C(=O)[C@@H]21,-0.9,3,-1.1,-1.1,-5,-1,-1,i,2,-2
CC1CCCCN1C(=O)c1cc2c(=O)n3ccccc3nc2s1 (configuration not stated),-0.4,-1,4.3,-0.3,-19,-6,3,i,1,1
OC(c1ccccc1)c1nc(-c2ccc(F)c(Cl)c2)cs1 (configuration not stated),-0.1,-2,-0.9,3.4,7,-7,-2,i,-6,.
CCCN(CCC)S(=O)(=O)c1ccc(Cl)c([N+](=O)[O-])c1,-0.7,3,0.1,1.5,-14,-1,1,i,-11,1
Cc1cc(C)n(CCNS(=O)(=O)c2ccc(C)c(C)c2)n1,0.0,-1,-0.6,-0.3,1,-3,-1,i,-9,-4
Cc1cccn2c(=O)c3cc(C#N)c(=N)n(CCN4CCOCC4)c3nc12,0.2,-1,.,0.5,-7,1,1,i,3,-2
Cc1ccc(S(=O)(=O)/C(C#N)=C/c2c(N3CCN(C)CC3)nc3ccccn3c2=O)cc1,1.0,0,0.6,-1.5,-12,-2,0,i,-2,3
Cc1cc(C(=O)CCC(=O)Nc2cccc(F)c2)c(C)s1,0.7,0,1.3,4.4,3,-6,0,i,1,.
O/N=C1/CCCCc2sccc21,-1.2,1,0.3,-0.8,-2,0,15,i,0,1
Cc1ccc(C(=O)NN=C2CCCCCC2)s1,-0.8,1,2.0,4.1,5,-3,-2,i,-6,4
CCOC(=O)C1=NN(C(C)=O)C2C(=O)N(CC)C(=O)C12 (configuration not stated),-0.5,2,-0.5,-1.2,-4,2,2,i,2,-19
COc1ccc(N2CCN(c3nc(NCCO)nc(N4CCOCC4)n3)CC2)cc1,-1.1,2,-0.1,-1.1,0,0,-2,i,4,-1
CCOc1ccc(Nc2nc(Cc3nnc(SCC(=O)N(CC)CC)n3C)cs2)cc1,-0.9,-5,-0.5,1.7,-3,-1,2,i,0,-2
C/C(=N\NC(=O)c1ccc(O)cc1)c1cccc(NC(=O)c2ccc(Cl)cc2)c1,-0.1,-3,-1.3,4.2,9,-1,-1,i,0,-14
O=C(N/N=C/c1sc(=O)[nH]c1-[n+]1ccccc1)c1ccccc1[O-],0.3,4,4.0,0.3,-34,2,2,i,-11,-18
COc1ccc2cc(C(=O)N3CCN(C)CC3)[nH]c2c1,-1.3,0,-0.3,2.2,-4,-3,0,i,0,3
O=C(NCCN1CCN(Cc2ccccc2Cl)CC1)Nc1ccccc1,-0.3,-5,1.8,-1.6,0,-13,-2,i,2,-6
Cc1nc2ccccc2c(=O)n1CC(=O)N1CCOCC1,0.2,0,-2.0,-1.0,3,2,0,i,7,-2
COc1ccc(-n2nnc3c(SCC(=O)NCc4ccco4)ncnc32)cc1,2.3,1,1.1,1.2,-8,2,3,i,1,-5
C=CCc1cc(/C=N\NC(=O)CSc2nnc(CCCc3ccc(OC)c(C)c3)o2)cc(OC)c1O,-1.5,-8,0.1,-0.3,3,-2,-4,i,-4,29
Cn1cc(Cl)c(-c2n[nH]c(=S)n2-c2ccc(F)cc2)n1,-0.2,5,-0.1,-1.1,-1,1,-3,i,-7,7
